NALP1 inh: blocks the NALP1 inflammasome reconstituted in yeast; S. cerevisiae NALP1/ASC/caspase-1 growth, X-gal OD620, 72 h; AID 2071; 280,000 compounds, 0.61% hits; inhibition, % at 10 µM; in the data active means inhibition mostly above about 24%, no sharp cut-off; inactive means mostly below about 32%; further: some compounds called inactive have numbers as strong as hits
VIM-2 inh: inhibitors of Pseudomonas aeruginosa VIM-2 metallo-beta-lactamase. purified VIM-2, nitrocefin hydrolysis, epi-absorbance fluorescence. inhibition, % at 5.6 µM. 290,000 compounds, 0.89% hits. AID 1527;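 active means inhibition above the mean of all tested compounds plus 3 SD, cutoff set per screening run, cut at about 7.5% in these data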;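 further: red hydrolysis product quenches plate fluorescence so inhibitors raise well fluorescence; 0% = enzyme with DMSO and 100% = DMSO without enzyme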
IMP-1 inh: blocks Pseudomonas aeruginosa IMP-1 metallo-beta-lactamase; AID 1556; inhibition, % at 5.6 µM; 290,000 compounds, 0.45% hits; purified IMP-1, nitrocefin hydrolysis, epi-absorbance fluorescence;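 active means inhibition above the mean plus 3 SD of all compounds in the same screening run, cut at about 4.5% in these data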;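 further: 0% = IMP-1 with DMSO and 100% = DMSO wells lacking enzyme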
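Assay system: purified recombinant IMP-1 beta-lactamase. Input: IMP-1 0.2 nM before substrate addition. Buffer or medium: Zinc- and detergent-supplemented HEPES buffer, pH 7.1. Schedule: 25 °C, 15 min preincubation, 25 min reaction. Signal: Epi-absorbance fluorescence, 480 nm excitation, 530 nm emission. Evaluation: percent inhibition from optical density relative to buffer-blank wells.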
MEKK2 WT-MEK5: raises or lowers MEK5 binding to wildtype human MEKK2 PB1 domain; Q9Y2U5; bead flow cytometry, Alexa488-MEK5 binding to MEKK2 WT; actives lie on both sides; binding response (% of control), % at 10 µM; 290,000 compounds, 1.1% hits; AID 1531; in the data active means binding response below about 67% or above about 130%
UBC9 SUMO inh: SUMOylation inhibition; P63279; HTRF SUMOylation assay, SAE1/SAE2 + UBC9, in vitro; inhibition, % at 35 µM; 290,000 compounds, 0.36% hits; in the data active means inhibition above about 50%, passing the limit was not always enough; further: strong numbers were not always called active
Target sequence (P63279 whole entry, looked up): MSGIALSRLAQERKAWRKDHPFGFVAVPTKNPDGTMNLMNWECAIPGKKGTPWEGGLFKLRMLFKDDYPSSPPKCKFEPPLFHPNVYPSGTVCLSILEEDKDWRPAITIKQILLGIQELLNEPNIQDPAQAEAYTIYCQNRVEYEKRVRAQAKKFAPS
PfM18AAP inh: blocks P. falciparum M18 aspartyl aminopeptidase; recombinant PfM18AAP, H-Glu-NHMec fluorogenic cleavage; inhibition, % at 7.35 µM; 290,000 compounds, 1.2% hits; AID 1822;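 active means inhibition above the campaign mean inhibition over all tested compounds plus 3 SD, cut at about 28% in these data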;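 further: 0% = plate median of test compound wells and 100% = 2 mM ZnCl2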
FID counter: displaces DNA intercalator in HCV helicase counter-screen | DNA fluorescent intercalator displacement, fluorescence | inhibition, % at 7.9 µM | 290,000 compounds, 0.17% hits | AID 1845; in the data active means inhibition above about 37%;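 further: 0% = vehicle and 100% = reference compound; higher means more ethidium bromide displaced from hairpin DNA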
NS3 helicase inh: HCV NS3 helicase inhibition. NS3 helicase DNA unwinding, Cy5 molecular beacon fluorescence. inhibition, % at 10.9 µM. 290,000 compounds, 0.56% hits;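 active means inhibition above the mean of all tested compounds plus 3 SD, set per campaign, cut at about 35% in these data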;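 further: 0% = DMSO wells and 100% = thioflavine S control wells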
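assay system = NS3 helicase fragment of HCV | buffer or medium = MOPS pH 6.5, MgCl2, DTT, Tween20, BSA | timing = 60 min unwinding reaction at 25 °C after ATP addition | signal = Cy5 beacon fluorescence read at start and 1 h | read-out basis = % inhibition of unwinding | control set = low DMSO, high thioflavine S at 110 µM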
MEKK2 mut-MEK5: signal of MEK5 binding to mutant human MEKK2 PB1 domain; bead flow cytometry, Alexa488-MEK5 binding to MEKK2 mutant; percent response, % at 10 µM; 290,000 compounds, 0.35% hits; in the data active means percent response above about 24%, passing the limit was not always enough; further: inactives centre near 1; some results filed as inactive read as strong as hits
The depositor's hits bear a star. The order is random. About 4.7% of those tested had a hit in this group.

For COc1ccc(CNC(=O)C2CCCN(S(=O)(=O)c3ccc(-n4cnnn4)cc3)C2)cc1 (stereo not drawn) the results were NALP1 inh 0.4, VIM-2 inh -1.1, IMP-1 inh -2.2, MEKK2 WT-MEK5 99.0, UBC9 SUMO inh 10.7, PfM18AAP inh 0.4, FID counter -23.5, NS3 helicase inh -5.4 and MEKK2 mut-MEK5 2.0.
Screening C#CCn1c(=NC(=O)c2ccc(Br)s2)sc2cc(NC(C)=O)ccc21 returned NALP1 inh 29.3, VIM-2 inh 0.8, IMP-1 inh -3.8, MEKK2 WT-MEK5 99.0, UBC9 SUMO inh 32.9, PfM18AAP inh -5.5, FID counter -0.4, NS3 helicase inh 7.3 and MEKK2 mut-MEK5 -2.0.
Screening CCN(CC)c1ccc(/C=N/n2c(C)nc3ccccc3c2=O)cc1 returned NALP1 inh 1.2, VIM-2 inh -2.9, IMP-1 inh -2.8, MEKK2 WT-MEK5 95.0, UBC9 SUMO inh 19.8, PfM18AAP inh 8.7, FID counter -24.1, NS3 helicase inh 1.2 and MEKK2 mut-MEK5 3.0.
For Fc1ccc(-n2cc(CNCCc3ccncc3)c(-c3ccccc3Cl)n2)cc1 the results were NALP1 inh 11.0, VIM-2 inh -2.8, IMP-1 inh -3.5, MEKK2 WT-MEK5 113.0, UBC9 SUMO inh -0.5, PfM18AAP inh -1.2, FID counter 28.9, NS3 helicase inh -46.6 and MEKK2 mut-MEK5 10.0.
For COc1ccc(/C=N/N=C/c2ccc(OC)c(O)c2)cc1O the results were NALP1 inh 15.5, VIM-2 inh -3.4, IMP-1 inh -0.1, MEKK2 WT-MEK5 97.0, UBC9 SUMO inh -2.3, PfM18AAP inh -3.5, FID counter -0.1, NS3 helicase inh -5.8 and MEKK2 mut-MEK5 -1.0.
CCOc1ccc(NC(=O)CSc2nnc(-c3ccccc3)n2N)cc1 was read as NALP1 inh 19.4, VIM-2 inh -1.7, IMP-1 inh -2.3, MEKK2 WT-MEK5 106.0, UBC9 SUMO inh 14.1, PfM18AAP inh -2.9, FID counter -1.7, NS3 helicase inh -8.5 and MEKK2 mut-MEK5 4.0.
`CC(=O)N1c2ccc(S(=O)(=O)N3CCCCC3)cc2CC1C(=O)NCc1cccc(Cl)c1` (stereo not drawn) gave NALP1 inh -4.5, VIM-2 inh -6.4, IMP-1 inh -2.4, MEKK2 WT-MEK5 107.0, UBC9 SUMO inh -0.1, PfM18AAP inh 4.1, FID counter -36.1, NS3 helicase inh -7.8 and MEKK2 mut-MEK5 10.0.
For COc1ccc(NC(=O)CN(C)S(=O)(=O)c2ccc3[nH]c(=O)oc3c2)cc1 the results were NALP1 inh -3.5, VIM-2 inh -4.5, IMP-1 inh -2.6, MEKK2 WT-MEK5 92.0, UBC9 SUMO inh 11.8, PfM18AAP inh 5.9, FID counter -7.3, NS3 helicase inh 21.8 and MEKK2 mut-MEK5 -2.0.
Screening NC(=O)c1ccccc1NC(=O)CCCN1C(=O)CCC1=O returned NALP1 inh 30.0, VIM-2 inh 0.2, IMP-1 inh 0.9, MEKK2 WT-MEK5 105.0, UBC9 SUMO inh 4.2, PfM18AAP inh -0.1, FID counter -0.5, NS3 helicase inh 10.5 and MEKK2 mut-MEK5 6.0.
Screening COc1ccccc1C(=O)N1CCCN(C(=O)c2ccccc2OC)CC1 returned NALP1 inh 18.7, VIM-2 inh 0.0, IMP-1 inh -1.8, MEKK2 WT-MEK5 102.0, UBC9 SUMO inh 5.1, PfM18AAP inh -5.4, FID counter -6.0, NS3 helicase inh 2.9 and MEKK2 mut-MEK5 1.0.

Filtered by structure, the entries above containing a Cl atom.
For Fc1ccc(-n2cc(CNCCc3ccncc3)c(-c3ccccc3Cl)n2)cc1 the results were NALP1 inh 11.0, VIM-2 inh -2.8, IMP-1 inh -3.5, MEKK2 WT-MEK5 113.0, UBC9 SUMO inh -0.5, PfM18AAP inh -1.2, FID counter 28.9, NS3 helicase inh -46.6 and MEKK2 mut-MEK5 10.0.
`CC(=O)N1c2ccc(S(=O)(=O)N3CCCCC3)cc2CC1C(=O)NCc1cccc(Cl)c1` (stereo not drawn) gave NALP1 inh -4.5, VIM-2 inh -6.4, IMP-1 inh -2.4, MEKK2 WT-MEK5 107.0, UBC9 SUMO inh -0.1, PfM18AAP inh 4.1, FID counter -36.1, NS3 helicase inh -7.8 and MEKK2 mut-MEK5 10.0.

Additional entries follow.
For COc1ccc(-c2ccc(OC)c([C@H]3[C@H]4C=CC[C@@H](C)[C@@H]4C(=O)N3Cc3ccccc3)c2)cc1 the results were NALP1 inh 3.8, MEKK2 WT-MEK5 107.0, UBC9 SUMO inh -4.6 and MEKK2 mut-MEK5 4.0.
Screening CCOC(=O)Cc1nc2ccccc2o1 returned NALP1 inh -7.5, VIM-2 inh 2.1, IMP-1 inh -2.8, MEKK2 WT-MEK5 67.0, UBC9 SUMO inh -4.0, PfM18AAP inh -1.2, FID counter -1.8, NS3 helicase inh -1.8 and MEKK2 mut-MEK5 -17.0.
For CCN(CC)C(=O)Cn1c(=O)n(Cc2ccccc2Cl)c2c1c(=O)n(C)c(=O)n2C the results were VIM-2 inh -2.1, IMP-1 inh -2.2, MEKK2 WT-MEK5 99.0, PfM18AAP inh 6.5, FID counter -18.4, NS3 helicase inh 11.8 and MEKK2 mut-MEK5 2.0.
Screening CCCOC(=O)c1ccc(NC(=O)c2cc(Cl)ccc2OC)cc1 returned NALP1 inh 13.2, VIM-2 inh -4.1, IMP-1 inh -4.8, MEKK2 WT-MEK5 101.0, UBC9 SUMO inh 1.1, PfM18AAP inh -2.4, FID counter 2.9, NS3 helicase inh 0.7 and MEKK2 mut-MEK5 20.0.
Screening COc1ccccc1CN1CC(C(=O)NCCn2nc(C)cc2C)CCC1=O (stereo not drawn) returned NALP1 inh -10.3, VIM-2 inh -1.2, IMP-1 inh -2.2, MEKK2 WT-MEK5 106.0, UBC9 SUMO inh 1.2, PfM18AAP inh -5.1, FID counter -18.8, NS3 helicase inh 6.8 and MEKK2 mut-MEK5 1.0.
Cc1cc(Nc2ccccc2)n(-c2ccccc2)n1 was read as NALP1 inh 9.6, VIM-2 inh -2.7, IMP-1 inh -3.1, MEKK2 WT-MEK5 101.0, UBC9 SUMO inh -2.2, PfM18AAP inh 3.7, FID counter -7.0, NS3 helicase inh -1.9 and MEKK2 mut-MEK5 4.0.
Cc1nn(Cc2ccccc2)c(Cl)c1C(=O)NCCc1ccc(Cl)cc1 was read as NALP1 inh 19.8, VIM-2 inh -5.1, IMP-1 inh -3.8, MEKK2 WT-MEK5 105.0, UBC9 SUMO inh 29.0, PfM18AAP inh 1.9, FID counter -31.7, NS3 helicase inh 0.4 and MEKK2 mut-MEK5 3.0.
`Cc1nccn1CC(=O)N/N=C/c1c[nH]c2ccccc12` gave VIM-2 inh -0.1, IMP-1 inh -2.6, MEKK2 WT-MEK5 96.0, UBC9 SUMO inh 6.3, PfM18AAP inh 0.9, FID counter 1.8, NS3 helicase inh 9.6 and MEKK2 mut-MEK5 -4.0.
For O=C(CO/N=C/c1ccccc1OC(F)F)N1CCc2ccccc21 the results were NALP1 inh 23.5, VIM-2 inh -6.2, IMP-1 inh -2.9, MEKK2 WT-MEK5 103.0, UBC9 SUMO inh -1.0, PfM18AAP inh -0.2, FID counter -0.5, NS3 helicase inh 10.9 and MEKK2 mut-MEK5 19.0.
For CCOCCn1c(CN2CCN(C(=O)c3ccco3)CC2)nc2c1c(=O)n(C)c(=O)n2C the results were NALP1 inh 13.8, VIM-2 inh -4.2, IMP-1 inh -2.6, MEKK2 WT-MEK5 96.0, UBC9 SUMO inh -12.0, PfM18AAP inh -2.3, FID counter -22.8, NS3 helicase inh 9.7 and MEKK2 mut-MEK5 -2.0.
COc1cc(C(=O)NCC(C)C)cc(OC)c1OC was read as NALP1 inh 3.9, VIM-2 inh -4.9, IMP-1 inh -3.8, MEKK2 WT-MEK5 101.0, UBC9 SUMO inh 8.0, PfM18AAP inh -0.7, FID counter 0.4, NS3 helicase inh 9.6 and MEKK2 mut-MEK5 0.0.
For COc1ccc(N2CCN(C(CNC(=O)c3cccc(Cl)c3)c3cccnc3)CC2)cc1 (stereo not drawn) the results were NALP1 inh 10.3, VIM-2 inh -2.6, IMP-1 inh -2.0, MEKK2 WT-MEK5 103.0, UBC9 SUMO inh 8.3, PfM18AAP inh 8.2, FID counter -14.7, NS3 helicase inh -1.6 and MEKK2 mut-MEK5 7.0.
For Cc1cc2occ(CC(=O)NC3(C)CCS(=O)(=O)C3)c2cc1C (stereo not drawn) the results were NALP1 inh 16.1, VIM-2 inh 0.2, IMP-1 inh -1.9, MEKK2 WT-MEK5 108.0, UBC9 SUMO inh 1.8, PfM18AAP inh -3.4, FID counter -3.8, NS3 helicase inh -5.2 and MEKK2 mut-MEK5 5.0.
For CCOc1ccc(C2NC(=O)C(C#N)=C(S)N2c2cccc(C)c2)cc1OC (stereo not drawn) the results were NALP1 inh -1.3, VIM-2 inh -4.4, IMP-1 inh -4.2, MEKK2 WT-MEK5 92.0, UBC9 SUMO inh 4.4, PfM18AAP inh 8.3, FID counter -4.0, NS3 helicase inh -1.5 and MEKK2 mut-MEK5 -4.0.
C=CCOc1ccc(C2OC34CCCCC3C(C#N)(C#N)C2(C#N)C(=N)O4)cc1 (stereo not drawn) was read as NALP1 inh 20.5, VIM-2 inh -0.3, IMP-1 inh -4.4, MEKK2 WT-MEK5 94.0, UBC9 SUMO inh 25.6, PfM18AAP inh -3.0, FID counter -1.6, NS3 helicase inh -1.8 and MEKK2 mut-MEK5 -7.0.
Screening O=C1CSC(c2ccccc2F)N1c1ccccc1F (stereo not drawn) returned NALP1 inh 1.6, VIM-2 inh -3.1, IMP-1 inh -2.2, MEKK2 WT-MEK5 103.0, UBC9 SUMO inh 0.2, PfM18AAP inh 1.4, FID counter -7.5, NS3 helicase inh 1.8 and MEKK2 mut-MEK5 6.0.
`Cc1ccccc1CN1CCCC(C(=O)N2CCCCC2)C1` (stereo not drawn) gave NALP1 inh 8.9, VIM-2 inh -2.4, IMP-1 inh -1.1, MEKK2 WT-MEK5 107.0, UBC9 SUMO inh 9.8, PfM18AAP inh -11.4, FID counter -3.7, NS3 helicase inh -2.2 and MEKK2 mut-MEK5 5.0.
Screening CCCCC(CC)CNC(=O)CN(C)S(=O)(=O)c1cccc2nsnc12 (stereo not drawn) returned NALP1 inh 9.1, VIM-2 inh -0.8, IMP-1 inh -0.6, MEKK2 WT-MEK5 96.0, UBC9 SUMO inh -2.0, PfM18AAP inh 0.3, FID counter -14.4, NS3 helicase inh -7.1 and MEKK2 mut-MEK5 1.0.
`CCOC(=O)C(NCCc1ccccc1F)(NC(C)=O)C(F)(F)F` (stereo not drawn) gave NALP1 inh 24.8, VIM-2 inh -2.9, IMP-1 inh -2.5, MEKK2 WT-MEK5 97.0, UBC9 SUMO inh -1.9, PfM18AAP inh -0.1, FID counter -3.0, NS3 helicase inh -4.2 and MEKK2 mut-MEK5 0.0.
